# GRK2 inh = blocks RNA aptamer binding to human GRK2; 0.59% of 330,000 active; P25098; AID 488847; bead flow cytometry, FAM-aptamer displacement from GRK2; inhibition of aptamer binding, % at 10 µM;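 active = inhibition of aptamer binding above 40%, roughly 3 SD of noise, on plates passing a quality check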;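 note: median bead fluorescence of bound FAM aptamer so fluorescent compounds give negative values; no value below 0 was filed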
# Target sequence (P25098 whole entry, looked up): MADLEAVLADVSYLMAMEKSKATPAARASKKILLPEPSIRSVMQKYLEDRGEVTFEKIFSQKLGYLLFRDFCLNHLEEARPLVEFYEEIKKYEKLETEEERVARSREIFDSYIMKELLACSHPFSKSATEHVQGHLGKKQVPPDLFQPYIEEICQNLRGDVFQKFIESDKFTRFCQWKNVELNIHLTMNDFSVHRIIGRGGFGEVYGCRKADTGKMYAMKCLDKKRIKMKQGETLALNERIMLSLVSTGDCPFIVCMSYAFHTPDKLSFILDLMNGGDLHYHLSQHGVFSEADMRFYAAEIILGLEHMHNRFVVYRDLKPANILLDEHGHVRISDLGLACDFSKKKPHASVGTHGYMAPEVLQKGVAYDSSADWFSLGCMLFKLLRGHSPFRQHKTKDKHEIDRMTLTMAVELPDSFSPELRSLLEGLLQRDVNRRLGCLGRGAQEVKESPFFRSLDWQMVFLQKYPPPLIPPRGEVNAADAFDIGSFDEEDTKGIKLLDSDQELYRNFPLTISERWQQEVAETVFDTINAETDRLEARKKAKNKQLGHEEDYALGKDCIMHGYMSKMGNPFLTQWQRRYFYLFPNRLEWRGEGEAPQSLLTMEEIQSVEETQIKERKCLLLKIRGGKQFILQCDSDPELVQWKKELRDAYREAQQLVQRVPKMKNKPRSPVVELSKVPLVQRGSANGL
# GASC-1 inh = inhibitors of human GASC-1 (JMJD2C) demethylase; Q9H3R0; GST-JMJD2C(1-420) H3K9me3 demethylation, DELFIA europium; inhibition, % at 2.35 µM; 0.069% of 330,000 active; AID 2099;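 active = more than half of a compound's replicate wells show inhibition beyond 50%, single wells judged on their own value; inconclusive = some, but no more than half, of replicates pass 50% inhibition; inactive = no replicate passes 50% inhibition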;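 note: signal counts dimethyl H3K9 product captured on neutravidin plate; 0% = median of DMSO wells and 100% = 0.3 times that DMSO median; strong numbers were not always called active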
# Target sequence (Q9H3R0 1-420 limits assumed): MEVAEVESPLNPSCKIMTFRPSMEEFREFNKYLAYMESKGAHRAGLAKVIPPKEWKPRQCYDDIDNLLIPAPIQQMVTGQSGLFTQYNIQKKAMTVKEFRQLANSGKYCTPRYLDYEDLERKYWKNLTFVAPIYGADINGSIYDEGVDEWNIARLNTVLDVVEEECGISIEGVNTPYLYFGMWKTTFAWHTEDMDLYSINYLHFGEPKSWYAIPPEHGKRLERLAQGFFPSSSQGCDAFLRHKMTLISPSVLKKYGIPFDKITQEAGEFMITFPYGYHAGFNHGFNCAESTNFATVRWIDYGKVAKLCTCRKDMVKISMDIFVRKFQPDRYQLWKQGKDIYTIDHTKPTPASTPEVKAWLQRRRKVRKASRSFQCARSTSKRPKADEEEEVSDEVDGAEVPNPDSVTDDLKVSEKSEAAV
# LAP4-GFP MLPCN = modulators of TOR pathway LAP4-GFP in S. cerevisiae; S. cerevisiae LAP4-GFP multiplex, flow cytometry GFP, 3 h; median GFP as percent of DMSO wells; GFP response vs DMSO, % at 10 µM; 0.34% of 320,000 active;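 active = GFP response vs DMSO above a set limit, about the screen mean plus 3 SD, cut at about 150% in these data; inconclusive = under 70 cell events counted for the yeast strain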
# VLA-4 inh = inhibition in a human VLA-4 binding assay; P13612; VLA-4 expressing cells, ligand binding flow cytometry; inhibition, % (about 7 µM as worked out from the volumes in the protocol); 0.2% of 330,000 active; in the data active = inhibition above about 50%
# MEP2 TOR yeast = yeast TOR pathway MEP2-GFP modulation | 0.51% of 330,000 active | AID 2016 | S. cerevisiae MEP2-GFP strain, flow cytometry GFP, 3 h; 100% = DMSO control level | GFP response vs DMSO, % at 10 µM;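 active = GFP response versus DMSO above a set limit, roughly screen mean plus 3 SD, cut at about 180% in these data; inconclusive = fewer than 70 cells counted for a yeast strain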;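 note: median GFP fluorescence of the barcode-gated MEP2-GFP cells per well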
# RPL19A TOR yeast = modulators of TOR pathway RPL19A-GFP in S. cerevisiae | S. cerevisiae RPL19A-GFP strain, flow cytometry, 3 h; active compounds read low | percent response vs DMSO, % at 10 µM | 0.3% of 330,000 active;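 active = percent response vs DMSO below 50%; inconclusive = fewer than 70 events counted for the yeast strain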;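 note: median channel GFP fluorescence of the barcoded RPL19A-GFP strain; ratio of sample median GFP to plate DMSO average so 100% = DMSO; lower means less RPL19A-GFP as with rapamycin TOR inhibition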
# CIT2 TOR yeast = modulators of TOR pathway CIT2-GFP in S. cerevisiae; 0.065% of 320,000 active; S. cerevisiae CIT2-GFP strain, flow cytometry, 3 h; 100 means same as DMSO wells; GFP response vs DMSO, % at 10 µM; AID 2029;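 active = GFP response relative to DMSO above a set limit, near the screen mean plus 3 SD, cut at about 150% in these data; inconclusive = Fewer than 70 cells measured for a yeast strain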;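 note: ratio of well median GFP fluorescence to mean of DMSO wells on the plate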
# AGP1 TOR yeast = modulators of TOR pathway AGP1-GFP in S. cerevisiae | S. cerevisiae AGP1-GFP multiplex flow cytometry, 3 h; GFP as percent of DMSO wells | GFP response vs DMSO, % at 10 µM | 0.02% of 320,000 active;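 active = GFP response relative to DMSO above a set limit, near screen average plus 3 SD, cut at about 150% in these data; inconclusive = fewer than 70 cells counted for the yeast strain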;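 note: median GFP channel fluorescence of the gated AGP1 strain per well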
# Active calls of the source: *; ? = inconclusive; nt = no result given; & = joins results of further samples; [ ] = another dose, or the depositor's remark.
SMILES	GRK2 inh	GASC-1 inh	LAP4-GFP MLPCN	VLA-4 inh	MEP2 TOR yeast	RPL19A TOR yeast	CIT2 TOR yeast	AGP1 TOR yeast
O=C(CSC1=NCCS1)N1CCOCC1	0	-13	108	16	108	101	106	104
O=C(N/N=C/c1cccnc1)C12CC3CC(CC(C3)C1)C2	0	-6	101	16	110	102	108	107
Cc1ccc(C(C)C)c(OCC(O)CN2CC(C)OC(C)C2)c1 (stereo unspecified)	0	-2	88	0	93	90	87	87
CC1=NN(c2ccc(C)cc2)C(=O)/C1=C\C=C\c1ccccc1	2	-4	93	18	101	101	96	100
CCOc1ccc(OCC)c(NC(=O)c2ccc(CNc3c(N4CCCC4)c(=O)c3=O)cc2)c1	0	11	100	0	95	95	86	100
O=C(C[n+]1cc(Br)cc(Br)c1)c1ccccc1	0	-13	73	8	89	90	88	88
COc1ccc(CC(=O)OCC(=O)NCCNC(=O)COC(=O)Cc2ccc(OC)cc2)cc1	0	?	108	18	105	102	105	104
COC(=O)c1cc(NC(=O)/C=C/c2ccc3c(c2)OCO3)cc(C(=O)OC)c1	1	2	97	5	102	103	99	100
Cc1cc(C)n2nc(N)c(N=Nc3cccc(Cl)c3)c2n1	0	20	104	6	109	103	102	100
Cc1ccc(CNC(=O)Cc2ccc(NC3=NC4CS(=O)(=O)CC4S3)cc2)cc1 (stereo unspecified)	3	12	99	-12	99	96	92	95
Cc1ccc([N+](=O)[O-])cc1N=C(c1cccc([N+](=O)[O-])c1)N1CCOCC1	0	49	95	11	103	103	nt	105
Cc1nn(-c2ccccc2)c(Cl)c1/C=N/NC(=O)c1ccc(CNc2ccccc2)o1	0	-9	115	11	107	95	90	104
CC(C)CNc1nc(Oc2ccc(=O)n(-c3ccccc3)n2)nc(N2CCOCC2)n1	0	-17	114	-7	115	105	108	106
CC1CC(C)CN(S(=O)(=O)c2ccc(NC(=O)[C@@H]3CCCN3C(=O)c3cccs3)cc2)C1 (stereo partly specified)	0	2	95	2	90	94	94	92
CCC(C)n1c(=S)[nH]c2ccccc2c1=O (stereo unspecified)	0	-14	118	12	97	96	87	99
COc1ccc(NC(=O)CCS(=O)(=O)c2ccc3nc(C)sc3c2)cc1OC	0	8	105	-14	102	100	99	105
CC(=O)c1cccc(NC(=O)CCCNC(=O)c2ccc(Cl)cc2)c1	1	?	96	7	108	103	100	100
Cc1ccc(NC(=O)Nc2ccc3c(c2)OCO3)c(OC(F)F)c1	0	3	80	-6	105	111	82	90
CC(C)C(NS(=O)(=O)c1c(Cl)cccc1Cl)C(=O)OCC(=O)c1c[nH]c2ccccc12 (stereo unspecified)	14	8	104	-29	118	108	102	105
Cc1noc(C)c1NC(=O)N(C)C[C@H]1Oc2ccc(NC(=O)Nc3ccccc3)cc2C(=O)N([C@H](C)CO)C[C@@H]1C	1	10	112	31	98	92	100	105
Oc1cccc2c(-c3nn[nH]n3)ccnc12	0	10	79	8	89	97	106	70
O=C1OC(c2ccc(Cl)cc2)=N/C1=C\C=C\c1ccco1	4	-23	109	10	63	94	89	76
Cc1nc2ccccc2n1-c1ccccc1	0	4	100	3	101	103	108	110
Cc1ccc(CNC(=O)CS(=O)CC(=O)O)cc1 (stereo unspecified)	1	-1	99	0	103	98	98	102
O=S(=O)(Nc1ccc(Cl)c(C(F)(F)F)c1)c1cnc[nH]1	4	nt	87	-35	99	104	nt	106
Oc1ccc(-c2csc(Nc3ccccn3)n2)cc1O	5	-20	96	7	102	101	98	99
COc1cccc(-c2sc3ccccc3c2-c2ccc(OCCN(C)C)cc2)c1	0	5	132	72*	104	91	90	95
Cc1noc(NS(=O)(=O)c2ccc(N/C=C\C(=O)c3ccncc3)cc2)c1C	0	?	96	4	98	93	100	97
COc1ccccc1CNC(=O)C1CCC(CNc2c(N3CCCCC3)c(=O)c2=O)CC1 (stereo unspecified)	1	1	110	-4	113	102	107	101
CC(=O)c1ccc(Nc2c(C)n(C)n(-c3ccccc3)c2=O)cc1	1	0	86	-7	91	100	98	87
CCOC(=O)CC(NC(=O)c1ccco1)c1ccccc1Cl (stereo unspecified)	2	3	83	16	87	90	95	89
C=C(C)CNC(=S)N/N=C/c1ccc(NC(C)=O)cc1	0	10	91	5	93	101	93	88
CSc1ccc(CNc2nnnn2C)cc1	4	8	99	13	99	98	101	99
Cc1ccc(C(=O)N2CCSC2=S)cc1	0	2	135	2	99	90	70	95
O=S(=O)(NCCc1ccccn1)c1ccc(F)c(F)c1	3	3	102	1	103	102	95	104
Cc1ccc(NC(=O)Cc2ccc(-n3cccc3)cc2)c(C)c1	1	7	105	-9	105	107	94	100
Cc1cc(C(=O)N2CCc3ccccc32)c2cc(F)ccc2n1	76*	-2	92	-11	97	98	100	95
COc1ccccc1CC(=O)OCC(=O)N1CCN(c2ccc(F)cc2)CC1	1	-2	90	3	92	92	85	92
Cc1ccccc1OCC(=O)N/N=C/c1ccc(N(C)C)cc1	1	4	105	-12	100	94	95	97
Cc1ccc2nc3c(cc(C(=O)NC4CCCCC4)c(=N)n3C3CCCCC3)c(=O)n2c1	5	5	97	4	112	102	86	19
C/C=C(\C)C(=O)NCCN1C2=NC[C@H](Cc3ccccc3)N2C[C@H]1Cc1ccc(O)cc1	0	-2	102	29	97	104	81	86
CCn1c(SCC(=O)c2ccccc2)nnc1-c1cc2cc(Br)ccc2o1	0	-3	115	21	110	103	106	108
O=C1CN(C(=O)N[C@@H](Cc2ccccc2)C(=O)N[C@H](Cc2ccccc2)C(=O)O)c2ccccc2N1	0	-2	86[may fluoresce violet]	7	242*[may fluoresce violet]	14*[may fluoresce violet]	?	?
O=C(NCc1ccco1)c1cnc2ccccn2c1=O	3	2	100	6	99	102	92	97
COc1ccc(NC(=O)CCNC(=O)N2CC(=O)Nc3ccccc32)c(OC)c1	2	-2	97	6	104	102	107	106
CC(OC(=O)c1oc2ccccc2c1COc1ccccc1)C(=O)NC(N)=O (stereo unspecified)	0	34	93	10	93	92	79	89
O=C(CCc1ccc(S(=O)(=O)N2CCOCC2)cc1)NCCc1ccccn1	1	1	91	1	93	94	94	88
Cc1csc(SCC(=O)N(C)CC(=O)Nc2ccc(F)cc2)n1	1	17	110	-11	91	102	90	109
COc1ccc(CN(C)C(=O)Cn2cnc3c(OCc4ccccc4)ncnc32)cc1OC	7	-27	87	-8	90	94	92	97
CCOC(=O)N1CCN(C(=O)c2ccccc2NC(=O)c2ccccc2Cl)CC1	3	-4	93	3	96	101	100	99
CC(C)CCNC(=O)CN(C(=O)Cn1nnc(-c2ccc(F)cc2)n1)C1CCCC1	0	-11	97	-7	105	99	98	102
Cc1ccc2nc(SCc3cccc([N+](=O)[O-])c3)nc(C)c2c1	3	-45	96	3	103	93	96	92
CSc1nc(-c2ccc(Cl)cc2Cl)[nH]c(=O)c1C#N	0	3	101	4	108	105	105	102
COC(=O)c1cccc(NC(=O)c2cccnc2C(=O)O)c1C	0	8	101	5	103	105	109	108
CCC(C)NC(=O)c1cc(-c2cccs2)nc2ccccc12 (stereo unspecified)	1	5	93	10	107	101	94	91
COC(=O)c1ccc2c(=O)[nH]c(CN3c4ccccc4CC3C)nc2c1 (stereo unspecified)	2	12	112	-5	106	102	102	102

# Three entries already listed, arranged by formula weight, ascending.
SMILES	GRK2 inh	GASC-1 inh	LAP4-GFP MLPCN	VLA-4 inh	MEP2 TOR yeast	RPL19A TOR yeast	CIT2 TOR yeast	AGP1 TOR yeast
CCC(C)NC(=O)c1cc(-c2cccs2)nc2ccccc12 (stereo unspecified)	1	5	93	10	107	101	94	91
COC(=O)c1ccc2c(=O)[nH]c(CN3c4ccccc4CC3C)nc2c1 (stereo unspecified)	2	12	112	-5	106	102	102	102
CC(C)CCNC(=O)CN(C(=O)Cn1nnc(-c2ccc(F)cc2)n1)C1CCCC1	0	-11	97	-7	105	99	98	102

# (continued)
SMILES	GRK2 inh	GASC-1 inh	LAP4-GFP MLPCN	VLA-4 inh	MEP2 TOR yeast	RPL19A TOR yeast	CIT2 TOR yeast	AGP1 TOR yeast
O=C(CSc1cccc2cccnc12)N/N=C/c1cccc(O)c1	0	9	102	14	97	95	87	92
Cc1ccc(C2CC2C(=O)NNC(=S)Nc2cccc(Cl)c2)cc1 (stereo unspecified)	0	10	118	10	104	105	nt	112
COCCOc1ccc(C(F)(F)F)cc1NC(=O)COC(=O)c1cc([N+](=O)[O-])ccc1N1CCOCC1	0	1	96	3	104	102	111	99
Cc1ccc(Cn2c(SCC(C)C)nc3c2c(=O)[nH]c(=O)n3C)cc1	3	7	96	-6	100	98	99	102
Cc1cccc(CSCCNC(=O)c2ccc(CN3CCOCC3)cc2)c1	1	5	87	2	99	99	108	96
COc1cccc(CNC(=O)C(C)n2ccc3cc(S(=O)(=O)N4CCCCCC4)ccc32)c1 (stereo unspecified)	1	-17	88	-7	100	97	101	98
CCc1cc(C(=O)N2CCCC(N3CCN(c4cccc(C(F)(F)F)c4)CC3)C2)n(C)n1 (stereo unspecified)	0	-7	101	-2	114	112	115	109
COc1ccccc1-c1c(C(F)(F)F)oc2cc(OCC(=O)Nc3ccccc3C(F)(F)F)ccc2c1=O	1	3	82	16	96	96	99	90
COc1ccc(/C(O)=C2/C(=O)C(=O)N(c3ncccn3)C2c2ccc(C(C)(C)C)cc2)cc1 (stereo unspecified)	3	-24	105	-3	98	100	101	105
CN(C)c1ccc(NC(=O)CCCCCn2nnc3ccccc3c2=O)cc1	1	4	110	10	111	111	104	103
O=C(c1ccccc1)N1CCN(C(=O)c2ccc(OC(F)(F)F)cc2)CC1	0	3	100	16	99	101	95	107
CCOc1ccc(N2C(=O)/C(=C/c3cc(OC)c(OC)c(OC)c3)N(CC(=O)OC)C2=S)cc1	4	-50	98	1	98	107	104	nt
O=C(NCc1ccco1)c1ccccc1NS(=O)(=O)c1ccc(Br)s1	4	3	109	8	97	101	96	101
CCCCNC(=S)NNc1c(Cl)cc(Cl)cc1Cl	0	-5	108	2	93	99	94	101
c1ccc(CN2CCN(c3nc(N4CCOCC4)c4ccccc4n3)CC2)cc1	0	-1	102	-14	104	98	92	nt
CC(C)C(C(=O)NCc1ccccc1)N(CC1CCCO1)C(=O)CNS(=O)(=O)c1ccccc1 (stereo unspecified)	0	-10	97	6	108	106	105	98
CC(=O)NC(CCCCNC(=S)NC1CCCCC1)C(=O)O (stereo unspecified)	3	-3	103	12	102	92	97	100
CCOc1ccc(NS(=O)(=O)c2ccc(-c3coc(C)n3)cc2)cc1	1	29	91	3	99	97	99	93
N#Cc1cnn2c(-c3ccc(Cl)cc3Cl)ccnc12	1	-13	97	-10	101	95	95	102
COc1ccc(C2(C)NC(=O)N(CC(=O)NC3(C#N)CCCCC3)C2=O)cc1 (stereo unspecified)	0	2	84	7	96	77	103	96
O=C(CCS(=O)(=O)c1ccc(Br)cc1)NCc1ccco1	63*	1	103	33	125	99	109	108
COc1ccc(S(=O)(=O)N[C@@H](Cc2ccccc2)C(=O)N2CC[C@@]3(O)CCCC[C@H]3C2)cc1	1	-3&-4	78	-13	83	91	93	87
Cc1cccc(OCC(=O)NC(=S)N2CCCc3ccccc32)c1	4	7	115	9	112	104	106	114
CCc1ccccc1Nc1nc(N)nc(COC(=O)CCS(=O)(=O)c2ccccc2)n1	0	0	106	3	101	102	103	114

# Screening data: PubChem BioAssay, several laboratories
